AmpC inh no detg – inhibitors of E. coli AmpC beta-lactamase without detergent; Potency, µM (titrated, usually from 57.1 µM), without a hit: at the top dose activity change, negative = inhibition, usual class: inhibitors; AmpC nitrocefin hydrolysis, absorbance 480 nm, 0.0001% Triton; 330,000 tested, 0.52% active;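 note: potency is the fitted concentration of half-maximal effect; plate controls were no compound for no effect and no enzyme for full effect; nearly all actives have a fitted effect of over 20% in size; some results filed as inactive show a strong effect at the top dose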
Target sequence (P00811 whole entry, looked up): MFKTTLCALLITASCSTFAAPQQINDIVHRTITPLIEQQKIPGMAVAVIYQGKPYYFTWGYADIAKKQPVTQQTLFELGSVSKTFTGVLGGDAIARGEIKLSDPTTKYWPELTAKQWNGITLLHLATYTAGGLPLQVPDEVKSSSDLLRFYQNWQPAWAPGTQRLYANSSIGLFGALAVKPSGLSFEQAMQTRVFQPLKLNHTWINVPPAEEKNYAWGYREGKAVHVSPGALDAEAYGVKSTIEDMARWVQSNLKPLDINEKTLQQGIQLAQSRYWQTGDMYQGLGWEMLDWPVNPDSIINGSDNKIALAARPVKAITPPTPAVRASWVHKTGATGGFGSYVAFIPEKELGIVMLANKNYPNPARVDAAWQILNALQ
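AmpC (5.3 nM in the dispensed reagent) in 20 mM phosphate pH 7.0 with 0.01% (detergent screen) or 0.0001% Triton X-100 was preincubated with compounds for 15 min at room temperature. Nitrocefin was then added from an 800 uM solution, and hydrolysis was followed at 480 nm.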
AmpC detergent – inhibitors of E. coli AmpC beta-lactamase with detergent | P00811 | 370,000 tested, 0.041% active | AmpC hydrolysis of nitrocefin, absorbance 480 nm, 0.01% Triton | AID 485294 | Potency, µM (series often up to 114 µM), without a hit: top-dose activity change, negative = inhibition, hits mostly inhibitors;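 note: potency is the fitted concentration of half-maximal effect; 0% = no-compound wells and -100% = no-enzyme wells; nearly all actives have a fitted effect of over 25% in size; some results filed as inactive show a strong effect at the top dose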
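20 mM phosphate pH 7.0 + 0.01% (detergent screen) or 0.0001% Triton X-100; 5.3 nM AmpC reagent; cpd preinc 15 min RT; nitrocefin (800 uM stock) to start; A480 q20 s × 4 min; Activity was normalised to no-enzyme and no-compound control wells.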
FBPA Giardia inh – inhibitors of Giardia lamblia fructose-1,6-bisphosphate aldolase. A8B2U2. purified Giardia FBPA. Potency, µM (top dose mostly 59.6 µM), without a hit: at the top dose activity, negative = inhibition, hits mostly inhibitors. 290,000 tested, 0.71% active. AID 2451; note: potency is the fitted concentration of half-maximal effect; nearly all actives have a fitted effect of over 55% in size
Target sequence (A8B2U2 whole entry, looked up): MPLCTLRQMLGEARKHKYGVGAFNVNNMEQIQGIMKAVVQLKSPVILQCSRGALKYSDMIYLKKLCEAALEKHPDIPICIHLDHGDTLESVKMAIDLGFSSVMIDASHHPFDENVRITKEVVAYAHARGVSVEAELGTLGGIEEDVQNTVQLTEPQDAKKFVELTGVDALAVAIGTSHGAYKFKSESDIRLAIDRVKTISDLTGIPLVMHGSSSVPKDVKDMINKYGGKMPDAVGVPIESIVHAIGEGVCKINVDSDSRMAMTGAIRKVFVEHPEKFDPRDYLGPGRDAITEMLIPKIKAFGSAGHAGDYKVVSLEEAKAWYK
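40 nM FBPA preincubated 10 min at RT with compound (up to 57.5 uM final), then substrate plus GAPDH/TPI/NAD/arsenate coupling and diaphorase/resazurin added. Fluorescence read after 20 min at RT, 525/598 nm.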
HCMV inh – human cytomegalovirus inhibition | 410,000 tested, 4.5% active | HFF cells, HCMV-luciferase reporter, 72 h; hits give low values | activity change, negative = inhibition, % at 57.5 µM; in the data active = activity change below about -60%; inconclusive = no clear call, values can overlap the other calls; inactive = above about -39%
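Steps: HFFs plated, 16 h 37C; compounds added; HCMV-luciferase added to MOI 1 PFU/cell; 72 h 37C; OneGlo reagent, 5 min room temperature; luminescence read, normalized to controls.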
HCV inh – inhibitors of hepatitis C virus infection. Huh7.5.1 HCVcc-Cre infection, luciferase reporter, 44 h. 340,000 tested, 3.4% active. Potency, µM (highest dose often 41.8 µM), for inactives: top-dose activity change, negative = inhibition, actives largely listed as inhibitors; note: potency is the fitted concentration of half-maximal effect
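Antiviral activity was scored by luciferase reporter output from cells infected with HCVcc-Cre (~0.5 moi) in presence of compound, 44 h infection period, cells seeded 1,000/well 4 h prior.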
Sm TGR inh – blocks Schistosoma mansoni thioredoxin glutathione reductase; 360,000 tested, 3% active; Potency, µM (series often up to 114 µM), without a hit: top-dose activity change, negative = inhibition, most hits filed as inhibitors; purified TGR, DTNB reduction, TNB absorbance 405 nm; AID 485364; note: potency is the fitted concentration of half-maximal effect; nearly all actives have a fitted effect of over 60% in size
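Kinetic colorimetric format: TGR-catalysed, NADPH-driven DTNB reduction monitored via TNB absorbance. Enzyme dispensed at 20 nM; compound exposure 15 min at room temperature before reaction start.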
Numbers without * were called inactive; u = inconclusive; x = no result given; & = joins results of further samples; ! = a repeat was not active; [ ] = another dose, or the depositor's remark. Unless noted, calls come from the whole dose curve; as a rule, active = well fitted curve in the direction sought with a large enough effect; inconclusive = small, poorly fitted or top-dose-only effect, or another doubt; inactive = no such curve, though single readings can be large; an effect the other way counts as inactive or inconclusive. Unless noted, % is set by controls: 0 for no effect and ±100 for the full control effect.

SMILES	AmpC inh no detg	AmpC detergent	FBPA Giardia inh	HCMV inh	HCV inh	Sm TGR inh
COc1ccc(CN2C(=O)c3oc4ccccc4c(=O)c3C2c2ccc(O)cc2)cc1 (stereo unspecified)	x	29%	x	9	x	2%
O=C(COC(=O)Cc1ccc(S(=O)(=O)N2CCOCC2)s1)NCCc1ccccc1	-23%	u	2%	-24	10%	-19%
O=c1c2ccccc2nc(/C=C/c2ccc(O)cc2)n1-c1cccc(O)c1	-49%	-11%	-7%	u	-22%	6%
CN1C(=O)C2(SCC(=O)N2c2cccc(C(F)(F)F)c2)c2ccccc21 (stereo unspecified)	x	24%	x	-1	x	1%
Cc1ccc(C(=O)Nc2nc(-c3ccc(F)cc3)cs2)o1	-24%	-14%	6%	-2	0%	5%
Cc1cc2c(c(=O)o1)C(C13C=CC(CC1)C3)C(C#N)=C(N)O2 (stereo unspecified)	-22%	u	-26%	16	0%	-26%
COc1cc(C2CC(=O)Nc3c2c(=O)nc2c(C)cccn32)cc(OC)c1OC (stereo unspecified)	-11%	0%&7%	-13%	3&2	22%	11%&-2%
COc1cn(-c2ccccc2)nc1C(=O)Nc1ccccc1	-16%	u	-1%	118	u	0%
C=CCc1c(C)nc(SCc2nc3ccccc3c(=O)[nH]2)[nH]c1=O	-32%	2%	-15%	0	-6%	8%
CNc1nc(Cl)c(SC)c(N2CCOCC2)n1	30%	0%	1%	30	0.89µM*	-1%
NC(=S)Nc1ncc(CCN2CCOCC2)c(-c2ccc(F)cc2)n1	-13%	0%	3%	4	22%	-6%
CC(C)(CN1CCN(C(c2ccccc2)c2ccccc2)CC1)NS(=O)(=O)c1ccccc1	-4%	-2%	3%	u	u	1%
Cn1c(CC(=O)Nc2ccc(F)cc2)c(Sc2ccccc2)c2ccccc21	-37%	-2%	3%	45	13%	6%
COc1ccc(C(=O)N/C(=C\c2cn(S(=O)(=O)N(C)C)c3ccccc23)C(=O)NCCN2CCOCC2)cc1OC	176%[activator]	u	0%	-29	5%	-9%
BrC(=C\c1ccccc1)/C=N/Nc1nc(N2CCOCC2)nc(N2CCOCC2)n1	101%[activator]	-6%	0%	32	u	u
C[C@H]1CCC[C@H](O)CCCCCc2cc(O)cc(O)c2C(=O)O1	-21%	0%	19%	-98*	-83%	6%
CCC(C)N(C)Cc1cccc(C2(O)CCN(S(=O)(=O)c3ccc(F)c(C)c3)CC2)c1 (stereo unspecified)	13%	-17%	7%	-32	u	-4%
Cc1ccc(Cl)cc1NC(=S)N(CCCN1CCN(C)CC1)Cc1ccco1	-3%	2%	6%	u	u	-2%
CCNc1nc2c(c(=O)[nH]c(=O)n2C)n1CC(C)C	-3%	-8%	3%	39	12%	5%
CC1(/[N+]([O-])=C/c2cccc(Cl)c2)CCCCC1=O (stereo unspecified)	5%	-3%	3%	-29	31%[activator]	-2%
CCCCc1ccc(NC(=O)c2cc3c(=O)n4ccccc4nc3n2C)cc1	x	13%	x	u	x	2%
COC(=O)C1=CN(Cc2ccc(OC)c(OC)c2)C=C(C(=O)OC)C1c1cccc(F)c1	80%[activator]	-15%	14%	-2	u	10%
C/C(=N\Nc1nccnc1Cl)c1c(F)c(F)c(F)c(F)c1F	-4%	-5%	-11%	-36	14%	-8%
CC(C)c1ccc(NC(=O)CSc2nnc(CN3CCOCC3)n2C)cc1	2%	-6%	-8%	-8	17%	-16%
CCn1ccc2cc(S(=O)(=O)N3CCCN(C(=O)Nc4cccc(SC)c4)CC3)ccc21	x	6%	x	-10	x	-1%
COc1cc2c(=O)n(Cc3ccccc3Cl)c(=O)n(CC(=O)Nc3ccc(C)c(C)c3)c2cc1OC	x	13%	x	-6	x	6%
Cc1ccc(-c2csc3nc4c5ccccc5c(NCCCN(C)C)nn4c(=O)c23)cc1	114%[activator]	-7%	7%	-99*	3%	-30%
CCOc1ccccc1NC(=O)c1c(NCc2sccc2C)sc2c1CCC(C)C2 (stereo unspecified)	x	-10%	x	-20	x	-2%
Cc1ccc(C)c(NC(=O)c2cc(S(=O)(=O)N3CCOCC3)cn2C)c1	-7%	-14%	-3%	14	16%	-11%
CCOc1ccccc1N1CCN(C(=O)c2ccccc2OCc2c(C)noc2C)CC1	89%[activator]	0%	x	41	-1%	-13%
CCn1nnc2c(=O)oc3ccccc3c21	-9%	4%	5%	-10	15%	-8%
O=C(NCc1cccnc1)c1cccc(S(=O)(=O)Nc2ccc(F)cc2)c1	-25%	-17%	x	-17	-13%	3%
CCN(CC)S(=O)(=O)c1ccc2c3c(cccc13)C(=O)S2	73%[activator]	-1%	0%	u	-19%	13%
CCOc1ccc(-c2csc3ncnc(Nc4cccc(O)c4)c23)cc1	x	24%	x	-25	x	5%
O=C(CSc1ccc(Cl)cc1)NCc1ccncc1	-3%	1%	8%	31	-3%	8%
CC(=O)Nc1ccc(/C=N/NC(=O)CCN2CCN(c3ccccc3)CC2)cc1	-6%	1%	2%	-26	-6%	-18%
CN(C)S(=O)(=O)c1ccc(Cl)c(NC(=O)COC(=O)CCC2CCCCC2)c1	-9%	x	x	51	-2%	x
COc1ccc(-c2nc(CNS(=O)(=O)c3ccc(C)cc3)cs2)cc1	x	-7%	x	19	x	-2%
CC(=O)c1cccc(NC(=O)c2nc3ccccc3nc2N2CCCCC2)c1	x	3%	x	20	x	7%
CC1(CC(=O)NNC(=O)Nc2ccccc2)OCCCO1	-8%	11%	-2%	u	8%	100%[activator]
COc1ccc(NC(=O)CCNS(=O)(=O)c2ccc3c(c2)c(=O)n(C)c(=O)n3C)c(OC)c1	-14%	-9%	-1%	-19	u	-4%
CCCc1nnc(NC(=O)CCC(=O)N2CCN(S(=O)(=O)c3ccc(C)cc3)CC2)s1	16%	10%	9%	0	2%	10%
O=S(=O)(c1cccc(-c2nnco2)c1)N1CCCC1	-18%	4%	-6%	29	-7%	0%
O=C(O)c1ccc(/C=N/NC(=O)c2ccc(F)cc2)cc1	-4%	-9%	-11%	-14	13%	6%
COc1ccc(Nc2oc(-c3ccc(COc4cccc(C)c4)o3)nc2C#N)cc1	x	9%	x	-37	x	-3%
O=C(CSc1nnc(-c2ccccc2F)n1C1CC1)Nc1cccnc1Cl	-3%	-7%	5%	u	11%	-1%
COc1ccc2[nH]cc(C(O)CN3CCC(C(N)=O)CC3)c2c1 (stereo unspecified)	-12%	3%	-10%	3	-21%	3%
CCn1c(CNC(=O)c2ccc(OC)cc2)nnc1SCC(=O)Nc1cccc(C)c1C	x	-2%	x	12	x	1%
Cc1c(Cl)cccc1-c1ccc(C(=O)Nc2ccc(F)cc2)o1	x	4%	x	30	x	-18%
COCCN1C(=O)c2oc3ccccc3c(=O)c2C1c1ccc(OC)c(OC)c1 (stereo unspecified)	-8%	u	-5%	10	6%[8.37 µM]	-13%
COCc1cc(=O)[nH]c2cc(NC(=O)C3CC3)c(C)cc12	u	2%	2%	14	9%	0%
Cc1cc(NS(=O)(=O)c2ccc(NC(=O)c3ccccc3F)cc2)nc(C)n1	x	-2%	x	3	x	1%
CN(Cc1cccnc1)C(=O)CNC(=O)c1ccc(Cl)cc1Cl	-18%	2%	2%	-17	-4%	0%
C=CCOc1c(CNn2nnnc2N)cccc1OC	-18%	-4%	-11%	6	-11%	-6%
CCc1ccc(S(=O)(=O)c2ccc(-n3nc(C)cc3N)cc2)cc1	-16%[11.4 µM]	-13%	3%	-15	-15%	-5%
Cc1nc(N)c(C#N)c(-c2ccccc2)c1C	-23%	u	-3%	-5	9%	-23%
COC(=O)[C@@]12CCCCN1[C@H](c1ccc(-c3ccc(C(C)=O)cc3)cc1)[C@H]1C(=O)N(C)C(=O)[C@H]12	-15%	-13%	x	21	7%	-17%
COc1ccccc1NC(=O)CSc1ccc(-c2ccccn2)nn1	-36%	-10%&-7%	x	-101*!	u	-1%&-7%
O=C(COC(=O)/C=C/c1ccco1)Nc1cccc([N+](=O)[O-])c1	-8%	-3%	-1%	-39	13%	-5%
CCC(=O)N1c2ccc(S(=O)(=O)CCC(=O)Nc3ccc(Br)c(C)c3)cc2CC1C (stereo unspecified)	x	2%	x	-72*	x	-1%

(listing goes on)
SMILES	AmpC inh no detg	AmpC detergent	FBPA Giardia inh	HCMV inh	HCV inh	Sm TGR inh
COc1ccc(C(=O)Nc2ccccc2C(=O)Nc2ccccn2)cc1	-18%	-19%	0%	-16	-12%	-2%
CC(OC(=O)Cc1ccc(F)cc1)C(=O)N1CCc2ccccc21 (stereo unspecified)	-20%	-3%	x	-16	14%	3%
CC(C)c1nnc(NC(=O)C2CC(=O)N(CCc3ccc(F)cc3)C2)s1 (stereo unspecified)	27%	-13%	1%	34	-7%	-1%
CC1CN(C(=O)COC(=O)/C=C/c2cccc([N+](=O)[O-])c2)CC(C)O1 (stereo unspecified)	48%	x	x	67	6%	x
CC1CC(C)CN(c2ncnc3c2cnn3Cc2ccc(Cl)cc2)C1 (stereo unspecified)	-19%	-13%	0%	-11	u	-1%
Cc1ccccc1NC(=O)C1CCN(c2cc(-c3ccccc3)nc3ncnn23)CC1	-8%	-2%	-7%	u	32%[activator]	-10%
O=C1/C(=C/C=C/c2ccccc2)Oc2c1ccc(O)c2CN1CCN(CCO)CC1	89%[activator]	1%	-8%	0	27%	40µM*
O=C(NC1CCCC1)C1CC(=O)N(c2ccc(F)cc2)C1 (stereo unspecified)	-6%	u	-5%	33	12%	0%
Cc1ccn2c(=O)nc(SCC(=O)N3CCCCC3)nc2c1	-5%	-14%	x	-13	1%[8.37 µM]	-5%
CCCNC(=O)Nc1cc(C(=O)NCc2cccc(OCC)c2)ccc1N1CCCC1	x	-1%	x	3	x	-1%
O=C(COc1ccc(Cl)cc1)Nc1ncccn1	-10%	3%	1%	-1	13%	1%
CC(C)CC(C(=O)NC(=O)NCc1ccccc1)N1C(=O)c2ccccc2C1=O (stereo unspecified)	-19%	-12%	6%	x	6%	3%
O=C1c2cccc3c(O)ccc(c23)C(=O)N1Cc1ccco1	-34%	1%	u	-25	-5%	6.3µM*
CCOc1ccccc1NC(=O)Cn1nnc(C(=O)Nc2ccc(C)c(C)c2)c1N	x	-5%	x	-18	x	-8%

Compounds were not picked by outcome, and some 9.9% of all compounds hit somewhere here.
